High-throughput results from PubChem.
TPT1 inh: blocks Candida albicans tRNA 2'-phosphotransferase; recombinant caTPT1, FP RNA substrate dephosphorylation; inhibition, % at 5 µM; actives 0.81% (n = 300,000);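 active means inhibition above the mean of all tested compounds plus 3 SD, set per screening campaign, cut at about 24% in these data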;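 further: plate controls were DMSO alone for no effect and ferristatin control at 100 nM for full effect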
PP1 inh: PP1-alpha (human) inhibition in PP5 counter-screen | P62136 | purified PP1alpha, OMFP fluorescence | inhibition, % at 6.7 µM | actives 0.9% (n = 320,000) | AID 2235;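 active means inhibition above the mean inhibition of all tested compounds plus 3 SD, computed separately for each screening campaign, cut at about 15% in these data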
CTSL1 counter: cathepsin L1 inhibition, PFM18AAP counter-screen. actives 0.49% (n = 300,000). AID 1906. recombinant F. hepatica cathepsin L1, Z-Leu-Arg-MCA fluorescence. inhibition, % at 5.96 µM;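 active means inhibition above the mean of all tested compounds plus 3 SD, set per screening campaign, cut at about 17% in these data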;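 further: 0% = plate median of test compound wells and 100% = 1 µM Z-Phe-Ala-diazomethylketone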
PP5 inh: blocks human protein phosphatase 5 activity. inhibition, % at 6.7 µM. P53041. purified PP5c, OMFP substrate fluorescence. actives 0.18% (n = 320,000). AID 1987;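 active means inhibition above the campaign's mean inhibition across all tested compounds plus 3 SD, cut at about 9.5% in these data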;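 further: 0% = DMSO only and 100% = 100 µM cantharidin control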
Target sequence (P53041 whole entry, looked up): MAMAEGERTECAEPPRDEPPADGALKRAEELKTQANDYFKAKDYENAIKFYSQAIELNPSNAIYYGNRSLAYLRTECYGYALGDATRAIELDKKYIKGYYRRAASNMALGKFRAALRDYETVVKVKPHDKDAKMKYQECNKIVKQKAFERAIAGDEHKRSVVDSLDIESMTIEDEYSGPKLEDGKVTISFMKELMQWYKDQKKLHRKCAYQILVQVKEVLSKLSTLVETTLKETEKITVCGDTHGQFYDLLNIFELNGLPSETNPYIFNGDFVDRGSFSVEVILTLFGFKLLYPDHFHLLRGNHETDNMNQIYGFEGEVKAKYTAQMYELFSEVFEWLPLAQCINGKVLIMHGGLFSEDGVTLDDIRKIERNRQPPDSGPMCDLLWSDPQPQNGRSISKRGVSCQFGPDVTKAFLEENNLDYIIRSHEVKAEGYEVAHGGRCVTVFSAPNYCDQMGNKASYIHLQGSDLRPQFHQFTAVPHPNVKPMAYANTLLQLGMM
proCasp7 act: activates human procaspase-7, counter-screen for procaspase-3 activators; recombinant procaspase-7, Ac-DEVD-pNA absorbance 405 nm; D23A/D198A/D206A triple mutant, cannot self-cleave; scale: DMSO 0, 5 µM enzyme 100; P55210; activation, % at 8.5 µM; actives 0.093% (n = 330,000);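 active means percent activation above the screen-wide mean plus 3 SD, cut at about 25% in these data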
Target sequence (P55210 whole entry D23A/D198A/D206A): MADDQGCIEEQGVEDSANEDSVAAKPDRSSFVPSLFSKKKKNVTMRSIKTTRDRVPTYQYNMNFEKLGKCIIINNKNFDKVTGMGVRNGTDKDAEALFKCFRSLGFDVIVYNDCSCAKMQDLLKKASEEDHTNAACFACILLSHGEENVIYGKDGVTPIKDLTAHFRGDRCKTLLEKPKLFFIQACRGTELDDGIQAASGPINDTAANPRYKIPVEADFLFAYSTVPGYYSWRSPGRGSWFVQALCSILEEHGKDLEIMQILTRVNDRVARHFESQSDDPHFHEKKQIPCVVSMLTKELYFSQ
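Assay system: Uncleavable procaspase-7 mutant enzyme / Input: 2 µM procaspase-7 mutant as dispensed / Dosing: single nominal 8.5 µM compound dose, 0.8% DMSO final / Timing: 1 h enzyme–compound preincubation and 2 h substrate reaction, both 25 °C / Detection: p-Nitroaniline absorbance at 405 nm, read at 0 and 120 min / Replication: singlicate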
HCV core dimer: blocks dimerization of HCV core protein; AID 1899; actives 0.33% (n = 300,000); inhibition, % at 5 µM; TR-FRET GST/Flag-core106 dimerization, 1536-well;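 active means inhibition above the mean of all tested compounds plus 3 SD, set per screening campaign, cut at about 45% in these data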
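Material: Tagged HCV core106 pair (GST and Flag) | Amount: GST-core106 13.5 nM, Flag-core106 17 nM | Medium: KF-containing HEPES buffer, pH 7.45, DTT, CHAPS, BSA | Reagent: Eu donor and XL665 acceptor anti-tag antibodies | Schedule: 4 h at 22.5 °C | Technique: Time-resolved FRET, ex 340 nm, em 617 and 671 nm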
AHR act: human AHR activation. AHR-responsive luciferase reporter cells, luminescence. activation, % at 5 µM. actives 2.5% (n = 320,000); in the data active means activation above about 47%;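 further: 0% = vehicle wells and 100% = reference agonist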
PAFAH2 inh: PAFAH2 (human) inhibition. actives 0.99% (n = 340,000). Q99487. inhibition, % at 3.39 µM. recombinant PAFAH2, FP-rhodamine activity probe, fluorescence polarization;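 active means inhibition above the mean over all tested compounds plus 3 SD, cut at about 30% in these data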;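 further: inhibitors block probe labeling of enzyme so polarization drops; 0% = enzyme with DMSO and 100% = wells lacking PAFAH2 protein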
proCasp3 act: activators of human procaspase-3; recombinant procaspase-3 D3A, Ac-DEVD-pNA absorbance 405 nm; activation, % at 8.5 µM; actives 0.11% (n = 330,000); AID 463141;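 active means activation above the mean of all tested compounds plus 3 SD, cut at about 21% in these data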;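 further: 0% = DMSO alone and 100% = DMSO wells spiked with extra 5 µM PC-3 D3A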
Target sequence (P42574 whole entry D9A/D28A/D175A): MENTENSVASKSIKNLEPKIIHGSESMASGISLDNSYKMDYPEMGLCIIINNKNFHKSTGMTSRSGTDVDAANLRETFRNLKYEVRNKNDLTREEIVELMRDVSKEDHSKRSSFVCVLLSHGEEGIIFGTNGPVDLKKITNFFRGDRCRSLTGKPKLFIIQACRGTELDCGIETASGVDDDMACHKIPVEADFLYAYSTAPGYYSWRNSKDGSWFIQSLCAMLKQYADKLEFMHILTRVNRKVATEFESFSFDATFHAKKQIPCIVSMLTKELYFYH
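Technique: 405 nm absorbance of p-nitroaniline, reads at 0 and 120 min; Test system: Procaspase-3 D3A mutant; Incubation: 1 h enzyme-compound preincubation, then 2 h substrate reaction, 25 °C; Repeats: singlicate, each compound tested once; Benchmarks: low control DMSO wells, high control DMSO plus 5 µM PC-3 D3A.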
The depositor's hits bear a star; x = not tested or not shown.

SMILES	TPT1 inh	PP1 inh	CTSL1 counter	PP5 inh	proCasp7 act	HCV core dimer	AHR act	PAFAH2 inh	proCasp3 act
CC(=O)Nc1sc2c(c1C(c1ccncc1)N1CCOCC1)CCCC2 (stereo not given)	-1	-3	-2	-0.6	3	-1	-2	3	3
COc1ccc(N(CC(=O)N/N=C/c2cccc(OC)c2OC)S(=O)(=O)c2ccccc2)cc1	-1	4	-7	6.7	1	6	3	1	7
CN(C)S(=O)(=O)c1ccc2c(c1)c(=O)c(C(=O)N1CCOCC1)cn2C	-4	-5	0	-1.1	8	0	6	-8	7
CCOC(=O)CSC1=Nc2ccccc2C2=NC(CC(=O)NCc3ccccc3)C(=O)N12 (stereo not given)	-3	-1	-4	-0.3	5	10	0	-7	3
CCCNC(=O)COc1coc(CN2CCN(c3cccc(Cl)c3)CC2)cc1=O	2	-1	0	0.8	14	-4	1	3	2
Cc1csc(NC(=O)CSc2nncs2)n1	0	-8	-1	0.4	5	-1	15	6	0
COc1ccc(C(CC(=O)O)NC(C)=O)cc1OC (stereo not given)	4	-3	-3	2.0	-8	0	4	4	-3
Cc1cc(=O)n(-c2ccccc2)n1C	x	x	x	x	-2	x	0	-4	-3
Cc1ccc(C(=O)Nc2cc3[nH]c(=O)oc3cc2C)cc1	-1	-1	-3	-1.1	4	1	31	1	5
CCOC(=O)N1CCN(S(=O)(=O)c2ccc(C)cc2)C1c1ccc(OC)cc1 (stereo not given)	-3	7	-2	4.1	8	0	6	4	-7
Cc1ccc(S(=O)(=O)NCc2ccc(C(=O)N3CCN(Cc4ccccc4)CC3)cc2)cc1	-1	1	4	-0.1	1	4	0	7	-8
CCOC(=O)c1ccc(-c2c(-c3ccccc3OC)sc3ccc(OC)cc23)cc1F	x	x	x	x	4	x	17	-7	2
Cc1ccc(CNC(=O)CCn2nc(-c3ccc(Cl)cc3)ccc2=O)cc1	3	0	3	6.7	-1	0	0	-7	2
O=C(Nc1ccc(F)cc1)Nc1nnc(Cc2ccccc2F)s1	-2	14	-3	2.4	-6	3	12	1	-4
COc1cccc(C2C(C(=O)c3cc4ccccc4o3)=C(O)C(=O)N2CCN2CCOCC2)c1 (stereo not given)	8	1	2	1.7	-29	0	5	7	-11

The last two compounds of the section above open the next one:
SMILES	TPT1 inh	PP1 inh	CTSL1 counter	PP5 inh	proCasp7 act	HCV core dimer	AHR act	PAFAH2 inh	proCasp3 act
O=C(Nc1ccc(F)cc1)Nc1nnc(Cc2ccccc2F)s1	-2	14	-3	2.4	-6	3	12	1	-4
COc1cccc(C2C(C(=O)c3cc4ccccc4o3)=C(O)C(=O)N2CCN2CCOCC2)c1 (stereo not given)	8	1	2	1.7	-29	0	5	7	-11
COc1ccc(NC(=O)CS(=O)(=O)c2ccc(Br)cc2)cc1	-1	-4	-2	-3.5	-3	10	0	3	-3
COc1ccc(-c2cc(C(=O)Nc3c(C)nn(Cc4ccccc4Cl)c3C)no2)cc1	-3	1	-2	0.8	3	6	2	-1	2
Cc1cc(C(=O)COc2ncnc3sccc23)c(C)n1C	2	2	-1	2.1	-2	37	16	3	-11
COc1cc(C(=O)Nc2cccnc2)cc(OC)c1OC	-3	-3	-6	-0.3	4	-1	31	-3	4
N#Cc1nc(-c2ccc(F)cc2)oc1NCc1ccco1	1	0	7	-0.9	1	0	1	-2	5
COc1ccccc1-n1nnnc1SCC(=O)NCC1CCCO1 (stereo not given)	1	-5	4	-1.0	0	-2	2	3	2
COC(=O)[C@]1(C)N[C@H](CN(C)C(=O)Nc2ccc(F)cc2)[C@@H]2C(=O)N(C)C(=O)[C@@H]21	x	x	x	x	2	x	0	3	-2
Cc1cc(C)n2nc(SCC3COc4ccccc4O3)nc2n1 (stereo not given)	3	1	3	-0.7	-12	-13	1	8	-3
COc1ccccc1CN(Cc1cc2cc(C)ccc2[nH]c1=O)Cc1nnnn1CC1CCCO1 (stereo not given)	5	3	0	1.7	-8	-3	22	0	2
CCC1(C)CC(C(CC(=O)O)c2ccc(C)cc2)CCO1 (stereo not given)	-1	-3	-2	0.1	8	10	-7	0	-2
CCCCc1nc2cc(C(=O)N3CCC(OCCOC)CC3)ccc2o1	1	-2	-2	-1.3	-2	8	3	-1	1
Cc1onc(-c2c(F)cccc2Cl)c1C(=O)NCCCN1CCOCC1	-3	-7	-3	0.6	-6	0	0	1	0
Cn1c(SCC(=O)c2ccccc2)nnc1-c1ccco1	-1	3	-2	0.1	12	-1	1	0	-1
COc1cccc(/C=N/NC(=O)C(=O)N/N=C/c2cccc(OC)c2OC)c1OC	-4	1	-1	2.7	8	1	5	2	-3
CCOC(=O)c1sc(N)c(C(=O)OCC)c1COC(=O)C1CC(=O)N(Cc2ccco2)C1 (stereo not given)	-2	0	-2	1.1	-8	19	13	-2	-5
O=C(O)CCSc1nc2ccccc2n1Cc1ccccc1	0	5	-4	0.6	0	-10	6	1	0
CC1CCN(S(=O)(=O)c2cccc(-c3csc(-c4cccnc4)n3)c2)CC1	-1	-5	-3	0.1	4	10	42	2	-5
COc1ccc(C(=O)C2CCN(C(=S)NCC3CCCO3)CC2)cc1 (stereo not given)	1	-5	-6	-0.6	-2	-5	8	3	2
CN(C)/C=C1\N=C(c2cccs2)OC1=O	1	-1	2	3.8	8	-4	0	7	1
C=CCc1ccccc1OCCNCCCOC	-2	-1	0	-3.7	1	-9	2	-5	4
CSc1ccc(/C=N/NC(=O)CN2CCN(Cc3ccc(C)cc3)CC2)cc1	2	0	-2	-1.9	14	-6	1	5	2
Cc1cc(N2CCC(C(=O)NC3CCCCC3)CC2)nc(-c2ccccc2)n1	-1	-5	1	4.2	13	-7	1	4	10
Cc1ccc(S(=O)(=O)NC(=O)Nc2cc(C(C)(C)C)on2)cc1	-1	-3	3	-0.6	-1	0	0	x	-1
CC(C(=O)NCC1CCCO1)N(C(=O)c1snc(C(N)=O)c1N)c1ccccc1 (stereo not given)	1	-3	2	3.4	1	1	2	-9	1
CC(C)Cc1nc(SCC(=O)N2CCCCC2)c2c(=O)n(C)c(=O)n(C)c2n1	-2	10	2	4.6	-18	6	1	-4	6
COC(=O)/C(C#N)=C1/C=Cc2ccccc2N1	0	4	0	1.5	-11	0	22	-10	-1
CCc1ccc(NC(=O)c2cnn3c(C(F)F)cc(C)nc23)cc1	2	-1	-1	3.9	0	1	42	-1	-7
COc1ccc(N(C(=O)c2ccco2)C(C(=O)NC2CCCC2)c2cccs2)c(OC)c1 (stereo not given)	-1	4	-1	2.6	-1	0	-3	1	14
COc1ccc(C(=O)N2CCC(C(=O)NCc3ccccn3)CC2)cc1	1	-3	-5	0.7	9	-8	-1	1	3
O=Cc1ccc(OCC(=O)Nc2ccccc2C(F)(F)F)cc1	2	-3	-2	-1.6	-4	-1	0	0	4
O=C(CSc1nc2ccccc2c(=O)n1-c1ccccc1)NCc1ccc2c(c1)OCO2	0	-3	-1	-0.8	-3	0	9	2	2
CC1=CC(c2ccc(Cl)cc2)n2nc(NC(=O)CCC(=O)O)nc2N1 (stereo not given)	-3	0	-3	-2.0	7	0	0	-4	8
COc1ccccc1N(CC(=O)Nc1cccnc1)S(C)(=O)=O	1	0	3	0.3	-4	3	1	0	2
Cc1ccccc1CS(=O)(=O)CCC(=O)O	1	-4	-4	-1.0	1	1	0	4	4
CCN(CC(=O)Nc1ccccc1C(F)(F)F)C(=O)c1cc(S(=O)(=O)N2CCCCCC2)ccc1OC	0	1	1	-0.8	5	4	1	-4	8
Cc1cc(N/N=C/c2c[nH]c3ccccc23)c2ccccc2n1	-2	2	4	-0.1	-2	-12	58*	1	-7
Cc1cnc(C(=O)OC(C)C(=O)Nc2ccccc2-c2ccccc2)cn1 (stereo not given)	-2	-3	-1	2.6	0	-2	-2	-3	-2
OCCC1CN(Cc2ccc3ncccc3c2)CCN1Cc1ccccc1 (stereo not given)	-2	1	-1	-0.6	1	-1	2	-4	-3
CC(C)OC(=O)c1c2c(n3ccccc13)C(=O)c1ccccc1C2=O	20	4	9	-4.9	3	-7	17	-1	6
O=C(/C=C\Nc1ccc2c(c1)OCO2)c1cccs1	10	-2	2	-0.5	-31	-4	31	3	-31
CC(=O)Nc1ccc(NC(=O)CSc2nccn2Cc2ccco2)cc1	-2	-1	-2	2.8	6	3	5	-1	1
O=C(CCSc1ccccc1)N1CCN(C(=O)c2ccco2)CC1	-1	0	-2	-1.4	7	4	1	7	-4
O=[N+]([O-])c1cccc2cn[nH]c12	1	-2	0	2.1	-3	0	11	3	-7
NS(=O)(=O)c1ccc(NC(=O)COC(=O)CCc2c[nH]c3ccccc23)cc1	-1	-5	-12	2.0	2	1	2	5	-2
O=Cc1c[nH]c2ncccc12	0	-2	1	-0.6	7	-14	6	8	3
Cc1ccccc1/C=C1\CCCc2ccccc2C1=O	-3	6	-7	0.0	-2	-1	13	-1	3
O=C(NCCc1cnn(-c2ccccc2)c1)c1cc(COc2c(F)cccc2F)on1	6	-1	-1	5.5	-4	7	9	7	7
CCc1cccc(C)c1NC(=O)COC(=O)c1cc([N+](=O)[O-])ccc1N1CCOCC1	0	-5	1	-1.2	-4	-4	1	4	-4
O=C(O)CCc1ccc(-c2cccs2)n1-c1ccc(C(=O)O)cc1	2	-4	1	3.2	-30	-3	0	0	-20
Cc1ccc2nc(NC(=O)COC(=O)c3cccnc3)sc2c1	x	x	x	x	-4	x	14	5	0
Cc1ccc(C2NC(=O)NC3=C2CCc2ccccc23)cc1 (stereo not given)	-7	-2	3	0.5	-11	-7	29	4	3
O=C(CN1C(=O)C2(OCCCO2)c2ccccc21)NCCc1ccccc1	-3	-11	11	1.1	-6	0	3	8	-4
N#Cc1ccc(OCC(=O)NCC(c2cccs2)N2CCOCC2)cc1 (stereo not given)	-4	0	0	1.1	-6	3	8	-14	2
Cn1c(CNC(=O)c2ccco2)nnc1SCC(=O)N1CCN(c2ccccc2F)CC1	3	-7	-3	-5.4	-9	-5	2	2	-6
O=C(O)C1(Cc2nc3ccccc3[nH]2)CCCC1	0	5	0	3.0	10	-4	0	10	-5
C=CCSc1nc2nc(C)cc(C)n2n1	0	-1	-3	1.0	-1	3	-1	-11	5

Fetched by structure from above (6):
SMILES	TPT1 inh	PP1 inh	CTSL1 counter	PP5 inh	proCasp7 act	HCV core dimer	AHR act	PAFAH2 inh	proCasp3 act
O=C(O)C1(Cc2nc3ccccc3[nH]2)CCCC1	0	5	0	3.0	10	-4	0	10	-5
CCc1cccc(C)c1NC(=O)COC(=O)c1cc([N+](=O)[O-])ccc1N1CCOCC1	0	-5	1	-1.2	-4	-4	1	4	-4
C=CCSc1nc2nc(C)cc(C)n2n1	0	-1	-3	1.0	-1	3	-1	-11	5
Cc1ccc2nc(NC(=O)COC(=O)c3cccnc3)sc2c1	x	x	x	x	-4	x	14	5	0
O=C(NCCc1cnn(-c2ccccc2)c1)c1cc(COc2c(F)cccc2F)on1	6	-1	-1	5.5	-4	7	9	7	7
O=C(O)CCc1ccc(-c2cccs2)n1-c1ccc(C(=O)O)cc1	2	-4	1	3.2	-30	-3	0	0	-20
